High-throughput results as filed in PubChem BioAssay.
RBBP9 inhibitor – human RBBP9 hydrolase inhibition; recombinant RBBP9, FP-Rh probe fluorescence polarization; inhibition, % at 7.94 µM; 220,000 compounds, 0.2% hits;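 active means inhibition above the campaign mean of all tested compounds plus 3 SD, cut at about 14% in these data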;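 further: plate controls were DMSO wells with RBBP9 for no effect and wells lacking RBBP9 protein for full effect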
Target sequence (O75884 whole entry, looked up): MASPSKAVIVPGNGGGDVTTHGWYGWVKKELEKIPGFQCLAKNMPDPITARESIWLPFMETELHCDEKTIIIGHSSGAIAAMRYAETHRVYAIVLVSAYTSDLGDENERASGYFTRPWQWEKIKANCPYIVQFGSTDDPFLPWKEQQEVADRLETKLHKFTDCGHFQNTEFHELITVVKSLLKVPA
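system = RBBP9 protein | input = RBBP9 at 2.5 µM in dispensed solution, before mixing | measured by = fluorescence polarization (mP), excitation 525 nm, emission 598 nm | incubation = enzyme-compound preincubation 30 min, then probe labeling 45 min, 25 °C | buffer or medium = Tris-NaCl-Pluronic buffer, pH 8.0 | compound = single dose 7.94 µM | also added = FP-Rh probe, 375 nM dispensing solution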
NPY1 pot ag – potentiators or agonists of human neuropeptide Y receptor Y1 | P25929 | NPY-Y1 expressing cells, potentiator/agonist activation | activation, % at 3.6 µM | 220,000 compounds, 0.37% hits; in the data active means activation above about 33%, passing the limit was not always enough;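 further: cells stimulated with NPY at EC10 then isoproterenol at EC100; 0% = low agonist plus stimulus and 100% = saturating agonist plus stimulus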
NPY-Y2 PAM-ag – potentiators or agonists of human neuropeptide Y receptor Y2 | cells expressing NPY-Y2, potentiator/agonist read-out | P49146 | activation, % at 3.6 µM | 220,000 compounds, 0.45% hits; in the data active means activation above about 27%;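 further: cells stimulated with NPY near EC25 plus isoproterenol at EC100; 0% = vehicle plus submaximal agonist and 100% = vehicle plus saturating agonist; some results beyond the cut were filed as inactive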
Runt-SMMHC FRET – inhibitors of human RUNX1 Runt domain binding to CBFb-SMMHC; Q01196+Q13951; 220,000 compounds, 0.74% hits; inhibition, % at 20 µM; Cerulean-Runt/Venus-CBFb-SMMHC FRET ratio 530/480, 1 h; AID 1434;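 active means mean inhibition across duplicate retests at 20 µM reaching about 50%, limit read from the data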;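 further: 0% = DMSO wells and 100% = wells with excess untagged CBFb-SMMHC; inhibitors lower the FRET ratio by blocking Runt binding to CBFb-SMMHC; some results filed as inactive read as strong as hits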
NPY Y1 blocker – NPY-Y1 (human) receptor antagonism | P25929 | HEK293-CNG Y1 cells, membrane potential fluorescence; NPY at EC95, then isoproterenol | inhibition, % at 3.6 µM | 200,000 compounds, 1% hits | AID 1040;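 active means inhibition above the campaign mean inhibition of all tested compounds plus 3 SD, cut at about 20% in these data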;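 further: 0% = DMSO wells given NPY plus isoproterenol and 100% = isoproterenol alone without NPY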
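Assay system: HEK293 Y1/CNG channel cell line; Doses: single compound dose of 3.6 µM, 0.4% DMSO; Timing: dye 3 h, compound 60 min room temperature, stimulation 45 min; Technique: Membrane-potential fluorescent dye readout; Measure: % inhibition of NPY effect.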
Hck-Nef inh – inhibitors of human Hck kinase activated by Nef; P08631; Recombinant Hck-YEEI plus Nef, Z-Lyte FRET kinase assay; inhibition, % at 20 µM; 220,000 compounds, 0.68% hits;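 active means Hck-Nef kinase inhibition above about 50%, limit read from the data; inactive means inhibition below that limit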;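 further: 0% = DMSO with Hck plus Nef and 100% = Hck alone without Nef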
Runt-CBFb FRET – inhibitors of human RUNX1 Runt domain binding to CBFb | Cerulean-Runt/Venus-CBFb FRET ratio 530/480, 1 h | Q01196+Q13951 | inhibition, % at 20 µM | 220,000 compounds, 0.46% hits;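 active means inhibition over about 50% at 20 µM in the single-dose screen, limit read from the data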;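 further: 0% = DMSO wells and 100% = excess unlabeled CBFb competitor control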
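Reagent – Venus-CBFb binding partner, 100 nM · Assay system – Cerulean-tagged RUNX1 Runt domain (FRET donor) fusion protein · Input – 100 nM per protein · Incubation – two 1 h room-temperature incubations shielded from light · Measured by – FRET fluorescence · Medium – Tris buffer pH 7.5 with salts and BSA · Benchmarks – unlabeled CBFb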
p97 inhibitor – human p97 ATPase inhibition; recombinant p97 ATPase, Kinase-Glo ATP luminescence, 3 h; 220,000 compounds, 0.42% hits; inhibition, % at 8 µM; AID 1481; in the data active means inhibition above about 15%;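 further: 0% = DMSO vehicle and 100% = wells lacking enzyme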
Target sequence (P55072 whole entry, looked up): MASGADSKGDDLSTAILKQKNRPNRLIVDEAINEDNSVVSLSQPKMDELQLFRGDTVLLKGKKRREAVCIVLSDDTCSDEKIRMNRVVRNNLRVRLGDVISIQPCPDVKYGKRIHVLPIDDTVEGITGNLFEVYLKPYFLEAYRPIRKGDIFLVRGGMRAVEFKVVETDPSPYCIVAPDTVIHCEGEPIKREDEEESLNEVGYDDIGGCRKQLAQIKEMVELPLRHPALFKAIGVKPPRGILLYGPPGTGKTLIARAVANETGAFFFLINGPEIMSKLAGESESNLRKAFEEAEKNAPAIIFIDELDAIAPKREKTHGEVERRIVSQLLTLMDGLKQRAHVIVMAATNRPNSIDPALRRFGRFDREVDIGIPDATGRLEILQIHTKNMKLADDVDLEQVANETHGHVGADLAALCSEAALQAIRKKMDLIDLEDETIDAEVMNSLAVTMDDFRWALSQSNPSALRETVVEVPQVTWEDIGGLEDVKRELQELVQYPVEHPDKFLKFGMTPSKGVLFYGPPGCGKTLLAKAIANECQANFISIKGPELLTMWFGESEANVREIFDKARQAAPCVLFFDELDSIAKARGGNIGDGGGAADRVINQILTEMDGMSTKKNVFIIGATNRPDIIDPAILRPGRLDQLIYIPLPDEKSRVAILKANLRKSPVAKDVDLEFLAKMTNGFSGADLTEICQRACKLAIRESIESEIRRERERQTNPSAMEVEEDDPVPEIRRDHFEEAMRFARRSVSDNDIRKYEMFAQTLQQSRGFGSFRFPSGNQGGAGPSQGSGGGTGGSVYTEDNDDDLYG
Mdm2 ligase inh – Mdm2 E3 ligase (human) inhibition; Q00987; cell-based MDM2 ubiquitination luciferase reporter, 2 h; 0 = plate control, 100 = twice control, blank-subtracted; signal enhancement, % at 5 µM; 210,000 compounds, 0.11% hits; AID 1230;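 active means signal enhancement of 30% or more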;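 further: luminescence tracks abundance of the self-degrading MDM2-luciferase fusion protein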
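Material: stable MDM2–luciferase fusion reporter cells / Quantity: 2000 cells/well / Dosing: single 5 µM compound dose, 0.2% final DMSO / Buffer or medium: DMEM / Schedule: 4 h cell settling then 2 h compound exposure, 37 °C / Detection: luminescence with SteadyLite reagent, 15 min at room temperature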
Active calls of the source: *; . = not tested or not shown; + = active, no number. Rows were taken by chance. About 3.5% of those tested had a hit in this group.

RBBP9 inhibitor	NPY1 pot ag	NPY-Y2 PAM-ag	Runt-SMMHC FRET	NPY Y1 blocker	Structure	Hck-Nef inh	Runt-CBFb FRET	p97 inhibitor	Mdm2 ligase inh
-6.9	13.3	3.7	1.5	-0.1	COCc1cc(Sc2ccc(Cl)cc2)nc(C)n1	5.5	-0.5	0.9	-6.0
-3.6	-22.8	9.7	-5.8	-0.4	O=C(CCS(=O)(=O)c1cccc2nsnc12)N1CCN(c2ccccc2F)CC1	-0.6	1.4	-0.3	-1.3
-7.2	-10.2	7.4	3.3	0.2	CC1(C)C(=O)C2(CCCCC2)C(=O)OC1C(=O)c1ccccc1 (centres undefined)	1.8	-2.3	0.4	-9.1
-5.2	-1.9	6.5	2.5	0.2	N#Cc1c2n(c(=S)n(-c3ccccc3)c1=O)CCCCC2	20.9	-1.1	10.9	-4.7
2.4	-0.8	-2.1	-108.2	-4.8	O=C(CN1CCCc2ccccc21)N/N=C/c1c(O)ccc2ccccc12	2.1	-17.9	-3.7	-22.8
-1.4	-5.4	-14.2	0.8	8.1	COC(=O)c1cc(OC)c(OC)cc1NC(=S)N1CCN(c2ccccc2)CC1	0.0	0.0	-0.2	-7.4
4.7	-9.3	2.2	0.9	-2.0	O=c1nc2n(c3c4c(sc13)CCC4)CCC2	2.3	-1.3	1.4	-27.2
-8.6	12.7	0.0	3.7	-0.7	Cc1ccc(S(=O)(=O)N(CC(=O)N2CCc3ccccc3C2)c2ccc(Cl)c(Cl)c2)cc1	-1.7	0.3	0.6	.
1.7	33.6	11.3	-9.2	.	O=C1/C(=C/c2ccncc2)SC(=S)N1Cc1ccccc1	11.1	3.3	8.2	-3.5
-10.8	12.4	8.9	-154.3	.	CCN(CC)Cc1c(O)ccc2c1O/C(=C\C=C\c1ccccc1)C2=O	-5.4	-346.9	-2.0	-3.0
-21.0	2.6	-5.8	3.1	3.0	Cc1cccc(C(=O)NC(NC(=S)Nc2ccc(S(N)(=O)=O)cc2)C(Cl)(Cl)Cl)c1 (centres undefined)	7.4	4.2	4.0	-5.2
4.1	-2.6	15.2	-10.8	-3.3	N#C/C(=C\c1ccncc1)c1nc2ccccc2[nH]1	-23.3	4.5	5.2	-19.0
-9.6	-1.3	-4.5	3.0	-2.3	CCOC(=O)N1CCOCCOCCN(C(=O)OCC)CCOCC1	2.8	1.5	0.2	-15.3
-3.2	3.0	5.5	2.8	-2.9	O=C(CSc1ncn[nH]1)Nc1ccc(S(=O)(=O)Nc2ncccn2)cc1	4.7	1.5	2.4	-10.2
1.4	-2.4	-1.8	-0.9	4.0	COCCCN=Cc1c(C)[nH]n(-c2ccc(Br)cc2Br)c1=O	9.6	-3.3	2.6	-7.7
-4.0	4.7	17.5	-2.5	0.1	Cc1cc(C)n(-c2ccc(C(=O)Nc3nc4ccccc4s3)cc2)n1	0.3	-2.4	1.4	-15.7
-3.7	-15.1	-12.0	-23.4	-1.4	O=C(/C=C/c1ccccc1[N+](=O)[O-])NC1CCCC1	2.3	1.0	1.7	-4.3
-7.0	10.5	8.1	1.5	3.5	CC[n+]1c(C)n(-c2ccccc2)c2ccc(C(=O)OC)cc21	23.3	-10.0	0.9	-8.0
1.8	43.0*	26.6	6.3	.	COc1ccc(NC(=S)NNC(=S)Nc2cccc(C(F)(F)F)c2)cc1	5.6	23.8	1.0	-14.1
-4.5	-22.7	-10.5	-0.8	19.8	O=C(/C=C/c1ccccc1)Nc1ccc(Br)cn1	-14.5	1.1	-5.2	-6.7
-9.2	-27.5	-15.3	-4.4	2.4	CCCCCOc1ccc(C(=O)NCC2(c3ccccc3)CCOCC2)cc1	0.4	-4.4	-6.2	-15.3
-2.6	21.6	6.5	2.1	8.8	C=CCOC(=O)C1=C(C)NC(=O)NC1C1CC=CCC1 (centres undefined)	2.6	-2.5	1.4	-12.4
-4.3	13.6	-1.6	6.2	-2.1	CCOC(=O)CCC(=O)N1CCOCCN(C(=O)CCC(=O)OCC)CCOCC1	2.2	-2.0	7.2	-15.6
-6.8	-13.0	-15.8	-2.0	.	O=C(N/N=C/c1cccc([N+](=O)[O-])c1)c1nc2ccccc2c(=O)[nH]1	19.7	-3.4	6.1	-4.6
-7.8	21.1	-5.2	-1.9	.	O=C(CSc1ncn[nH]1)N1CCCCC1	13.4	1.8	3.3	.
-16.6	-17.6	5.4	-19.9	.	COC(=O)c1cc(C(=O)c2cc(F)ccc2O)cn2c(=O)c3c(C)c(C)sc3nc12	-20.1	-6.7	1.8	-12.2
-2.4	5.9	1.3	0.4	0.9	Cc1nc2c(=O)[nH]c3ccccc3c2o1	3.3	0.8	7.6	-0.6
-5.4	-23.2	-5.7	-0.1	7.2	COc1cc(CC(=O)OCC(=O)Nc2cc(S(=O)(=O)N3CCCC3)ccc2Cl)cc(OC)c1OC	-4.4	0.8	-7.4	-4.5
-2.4	6.8	-15.8	0.0	.	O=c1c2[nH]c3cccc(Cl)c3c2ncn1CC1CCCO1 (centres undefined)	20.2	0.1	2.0	-4.4
-14.2	-11.2	-10.5	4.6	-0.8	CCN1CCN(S(=O)(=O)c2cccc([N+](=O)[O-])c2)CC1	-2.6	0.5	-6.5	-1.8
-7.2	6.0	3.2	0.9	-3.9	Cc1cc(NC(=O)CSc2nnc(NC(=O)C3CC(=O)N(c4ccccc4)C3)s2)no1 (centres undefined)	4.7	-12.2	-1.1	-7.4
-5.0	7.5	-0.7	-1.8	-4.4	Cc1cc(F)ccc1S(=O)(=O)Nc1ncnc2sc3c(c12)CCC3	19.1	0.2	-0.8	-18.9
-7.8	-3.0	1.0	-1.0	2.4	CC1CCN(S(=O)(=O)c2cccc(C(=O)Nc3nccs3)c2)CC1	0.8	-0.9	-1.1	12.1
-9.1	-2.7	2.0	11.0	7.6	Cc1ccccc1N=C1NC(=O)/C(=C/c2cccn2-c2cccc(C(=O)O)c2)S1	45.2	0.9	-3.5	-0.7
-4.2	0.6	-5.6	4.2	-2.5	CCS(=O)(=O)n1nc(-c2ccccc2)nc1N	-0.2	-1.9	-2.4	-5.9
-8.1	0.4	-5.3	-8.9	4.2	Cc1cccc(NC(=S)NC(=O)/C=C/c2ccco2)n1	-1.2	3.2	-2.9	0.7
-4.5	16.3	1.5	13.8	-4.8	COc1ccc(OC)c(Nc2cc(C(=O)NCCCN3CCOCC3)c3ccccc3n2)c1	0.5	13.1	-5.7	-21.8
-2.3	4.8	2.1	2.8	1.6	CCc1sc(N(C(=O)Cc2ccccc2)c2ccccc2F)nc1-c1ccc(C)cc1	0.6	1.3	7.5	-5.0
4.3	-36.6	-22.8	-2.7	36.5*	N=c1n(CCN2CCCCC2)c2ccccc2n1CC(O)c1ccc(Cl)c(Cl)c1 (centres undefined)	5.3	2.0	-1.6	-1.0
-5.5	1.4	-5.9	0.6	3.1	CCOc1ccc(OCCC(=O)Nc2ccc(F)cc2C)cc1	25.6	-0.2	1.4	-2.6
-1.0	-1.9	-4.1	-3.9	-6.5	O=C1c2cccnc2C(Nc2ccc(F)c(Cl)c2)N1Cc1cccs1 (centres undefined)	25.2	0.8	-2.2	-21.7
-4.2	-8.0	-4.8	1.0	-5.4	COC(=O)c1oc2ccccc2c1NC(=O)/C=C/C(=O)O	19.1	0.9	4.5	-2.6
-6.7	11.5	-6.5	-2.7	-2.6	COc1ccc(N2CS(=O)(=O)/C(=C/N(C)C)C2=O)cc1	0.9	-3.5	9.3	-23.3
-6.9	33.7	7.0	-3.9	0.3	N#CC(C(=O)c1ccc(S(=O)(=O)N2CCCCCC2)cc1)c1nc2ccccc2[nH]1 (centres undefined)	1.9	-1.4	1.5	-11.0
-18.2	3.1	-3.0	26.8	2.0	O=C(O)Cn1cc(/C=C2/NC(=O)N(c3ccc(Cl)cc3)C2=O)c2ccccc21	20.3	17.3	-7.3	-13.6
-5.8	-7.9	1.9	2.4	0.7	CC(C)Cn1c(-c2ccco2)n[nH]c1=S	-9.3	-6.7	4.3	-18.0
-5.5	-2.3	-5.5	-2.6	0.1	CC(C)C(=O)Nc1cccc(-c2nc3ccccc3o2)c1	3.4	-0.2	-3.5	-7.6
-12.4	-6.9	9.5	3.4	6.0	O=C1NC(c2ccccc2)=C(c2ccc3ccccc3n2)C(c2ccc(F)cc2)N1 (centres undefined)	2.6	-0.7	1.5	.
-1.3	13.9	6.8	0.6	2.0	CSc1ncnc2sc(C)c(C)c12	-27.6	1.8	0.8	-7.6
1.4	11.1	-7.3	74.5*	-0.9	CCS(=O)(=O)Nc1ccc(-c2nc3cccnc3s2)cc1	+	31.8	-0.1	-56.9

Carrying on:
RBBP9 inhibitor	NPY1 pot ag	NPY-Y2 PAM-ag	Runt-SMMHC FRET	NPY Y1 blocker	Structure	Hck-Nef inh	Runt-CBFb FRET	p97 inhibitor	Mdm2 ligase inh
0.7	-18.1	-5.8	-0.9	3.3	C=CCn1c(SCC(=O)Nc2cc(C)on2)nc2sc(CC)cc2c1=O	3.7	-1.1	-0.7	-9.6
-1.0	2.5	10.5	1.4	-0.8	Cc1cc(F)c(F)c(C(=O)NC2CC2)c1Cl	1.7	0.1	2.3	-5.0
-4.1	4.0	5.0	-8.2	9.6	CCN1C(=O)/C(=C/c2nc3ccccc3c(=O)[nH]2)c2ccccc21	9.7	-6.5	-0.9	5.3
-3.8	3.3	5.6	-6.0	1.2	Cc1cc(NC(=S)N(CCCN2CCOCC2)Cc2ccco2)ccc1Cl	1.1	-2.2	-3.0	-8.1
-1.8	-3.6	-4.3	2.9	23.1*	COc1ccc(C(C)(C)C)cc1S(=O)(=O)N1CCC(C(N)=O)CC1	4.5	-2.6	5.3	1.9

Two of the compounds above, with each value named:
> CCN(CC)Cc1c(O)ccc2c1O/C(=C\C=C\c1ccccc1)C2=O
  RBBP9 inhibitor: -10.8
  NPY1 pot ag: 12.4
  NPY-Y2 PAM-ag: 8.9
  Runt-SMMHC FRET: -154.3
  NPY Y1 blocker: .
  Hck-Nef inh: -5.4
  Runt-CBFb FRET: -346.9
  p97 inhibitor: -2.0
  Mdm2 ligase inh: -3.0
> Cc1cccc(C(=O)NC(NC(=S)Nc2ccc(S(N)(=O)=O)cc2)C(Cl)(Cl)Cl)c1 (centres undefined)
  RBBP9 inhibitor: -21.0
  NPY1 pot ag: 2.6
  NPY-Y2 PAM-ag: -5.8
  Runt-SMMHC FRET: 3.1
  NPY Y1 blocker: 3.0
  Hck-Nef inh: 7.4
  Runt-CBFb FRET: 4.2
  p97 inhibitor: 4.0
  Mdm2 ligase inh: -5.2
